# Compound activity as filed in PubChem BioAssay.
# CHT PAM: allosteric activators of human choline transporter CHT. AID 488977. Q9GZV3. B-score at 10 µM. 310,000 compounds, 0.49% hits. CHT-expressing cells, membrane potential dye, choline EC20; active compounds read high; LV-AA mutant CHT in HEK293 cells;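 active = initial fluorescence not abnormally high and integrated response B-score, plate-corrected, over 3 SD above library mean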
# Target sequence (Q9GZV3 whole entry, looked up): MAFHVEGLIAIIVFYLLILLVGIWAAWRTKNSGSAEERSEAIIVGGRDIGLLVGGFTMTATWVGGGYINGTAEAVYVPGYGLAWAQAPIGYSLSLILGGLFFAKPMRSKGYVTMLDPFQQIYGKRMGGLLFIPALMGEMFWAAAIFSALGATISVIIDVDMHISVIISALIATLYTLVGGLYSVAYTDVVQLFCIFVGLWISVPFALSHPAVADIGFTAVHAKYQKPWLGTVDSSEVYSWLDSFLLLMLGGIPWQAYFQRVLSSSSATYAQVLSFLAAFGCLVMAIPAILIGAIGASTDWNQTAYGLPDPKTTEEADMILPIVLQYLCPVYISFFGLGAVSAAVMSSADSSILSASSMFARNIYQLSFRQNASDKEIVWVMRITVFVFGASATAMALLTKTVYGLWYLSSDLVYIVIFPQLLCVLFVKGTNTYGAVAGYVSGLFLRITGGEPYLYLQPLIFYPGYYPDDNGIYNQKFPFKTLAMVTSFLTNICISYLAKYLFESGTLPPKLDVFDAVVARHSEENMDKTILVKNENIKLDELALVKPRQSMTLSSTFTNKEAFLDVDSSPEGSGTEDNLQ
# OX1R antag-1: blocks the human orexin 1 receptor | 330,000 compounds, 0.43% hits | AID 434989 | O43613 | CHO/OX1R cells, Fluo-8 calcium fluorescence, orexin A | inhibition, % at 5 µM;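 active = inhibition above its plate's threshold, mean inhibition of all tested compounds on the plate plus 3 SD, cut at about 37% in these data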;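 also: 0% = orexin A challenge wells and 100% = SB-334867-A antagonist wells; not every result past the cut was called active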
# Target sequence (O43613 whole entry, looked up): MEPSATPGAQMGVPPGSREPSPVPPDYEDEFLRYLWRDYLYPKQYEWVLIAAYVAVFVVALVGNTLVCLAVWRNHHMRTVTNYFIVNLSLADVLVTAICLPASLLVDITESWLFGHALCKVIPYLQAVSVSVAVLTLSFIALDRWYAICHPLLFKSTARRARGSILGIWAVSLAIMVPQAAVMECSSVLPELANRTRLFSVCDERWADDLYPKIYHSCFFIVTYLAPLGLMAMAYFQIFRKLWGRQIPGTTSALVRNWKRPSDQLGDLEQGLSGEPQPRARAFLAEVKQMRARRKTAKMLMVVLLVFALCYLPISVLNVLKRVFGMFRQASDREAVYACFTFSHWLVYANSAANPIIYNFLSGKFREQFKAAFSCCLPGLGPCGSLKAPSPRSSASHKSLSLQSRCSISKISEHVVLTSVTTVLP
# OX1R antag-2: OX1R (human) antagonism; AID 485270; inhibition, % at 6.6 µM; O43613; 330,000 compounds, 1.8% hits; OX1R-expressing cells, FRET antagonist read-out; in the data active = inhibition mostly above about 38%, no sharp cut-off; inactive = mostly below about 40%;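 also: 0% = agonist challenge alone and 100% = reference antagonist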
# Active calls of the source: *; i = inactive; · = no result given.
# The first three records, to show the layout:
SMILES,CHT PAM,OX1R antag-1,OX1R antag-2
Cc1cc(C(=O)NC2CCN(Cc3ccccc3)CC2)n[nH]1,i,-2,9
COc1ccccc1OCCCn1c(=O)sc2ccccc21,i,-18,14
O=C(NNS(=O)(=O)c1ccccc1)c1sccc1-n1cccc1,i,-15,-1

# Main list, from the first entry:
SMILES,CHT PAM,OX1R antag-1,OX1R antag-2
Cc1cc(C(=O)NC2CCN(Cc3ccccc3)CC2)n[nH]1,i,-2,9
COc1ccccc1OCCCn1c(=O)sc2ccccc21,i,-18,14
O=C(NNS(=O)(=O)c1ccccc1)c1sccc1-n1cccc1,i,-15,-1
COc1ccc(C(=O)COC(=O)CN2C(=O)C3C4C=CC(C5CC45)C3C2=O)cc1 (centres undefined),i,-12,15
COc1ccc(CCNC(=O)CSc2nc(=O)n3cccc(C)c3n2)cc1OC,i,-12,16
COc1cc(OC)cc(C(=O)NC(=S)Nc2nc(-c3cc4ccccc4o3)cs2)c1,i,4,8
CC(=O)NC(c1cccs1)c1cc(F)c2cccnc2c1O (centres undefined),·,-12,18
COc1ccc(C(CC(=O)c2ccccc2)CC(=O)c2ccccc2)cc1OC,i,-13,46
COc1cc(C(=S)N2CCOCC2)ccc1OC(=O)c1ccccc1[N+](=O)[O-],i,9,61*
O=C(CCS(=O)(=O)c1ccc(Br)s1)NC1CCCCCC1,i,-13,23
CC(C)OC(=O)c1c(NC(=O)Cn2cnc([N+](=O)[O-])n2)sc2c1CCCC2,i,-11,21
Cc1ccc(CNC(=O)CC(C)S(=O)(=O)c2ccc3c(c2)NC(=O)C(C)S3)cc1 (centres undefined),i,-12,11
Cc1cccc2c1cnn2C(=O)Nc1cc(F)ccc1F,i,-7,7
COc1ccc(Cl)cc1N(CC(=O)NC(C)(C)C)S(=O)(=O)c1ccc(C)c([N+](=O)[O-])c1,i,-24,38
Cc1ccc(NC(=O)c2ccc(-n3cncn3)c([N+](=O)[O-])c2)cc1F,i,-15,19
O=C(O)C(Cc1ccccc1)NC(=O)C(c1ccccc1)c1ccccc1 (centres undefined),i,-7,7
CCOC(=O)c1cnc(-c2ccccc2)[nH]c1=O,i,-7,5
C/C(=N\NC(=O)CCCNc1ccccc1)c1ccncc1,i,-7,4
c1ccc2c(c1)ccc1nnc(-c3ccc4c(c3)OCO4)n12,i,2,11
O=C(Nc1ccc(N=Nc2ccccc2)cc1)c1ccccc1Cl,i,-15,12
O=C(COC(=O)c1cc(S(=O)(=O)N2CCc3ccccc3C2)ccc1Cl)NCc1ccco1,i,-18,-1
O=C(c1ccc(F)cc1)c1cn(Cc2ccc(F)cc2)c2cc3c(cc2c1=O)OCCO3,i,-8,19
O=C(CN(C(=O)c1csnn1)c1ccc(Br)cc1)NC1CCCCC1,i,-27,22
COc1ccc(CNC(=O)N2CCN(c3ccccc3)CC2)cc1,i,-5,15
CC1CCCC(C)N1C(=O)COc1ccc(C(=O)Nc2ccccc2N2CCOCC2)cc1 (centres undefined),i,-36,17

# More compounds:
SMILES,CHT PAM,OX1R antag-1,OX1R antag-2
O=C(COC(=O)c1ccc(NS(=O)(=O)c2ccc(F)c(F)c2)cc1)NCC1CCCO1 (centres undefined),i,7,14
Cc1c(/C=N/NC(=O)c2cccnc2)cc(C#N)n1C,i,-14,31
CCOc1ccc(S(=O)(=O)Nc2cccc(C(=O)NCC(c3ccc(OC)cc3)N3CCOCC3)c2)cc1 (centres undefined),i,-17,14
Cc1nc(NC(C)(C)CO)c([N+](=O)[O-])cc1[N+](=O)[O-],i,-18,44
Cc1ccc(NNC(=O)c2ccno2)c(C)c1,i,-9,8
CCS(=O)(=O)N1CCC(C(=O)Oc2ccc(Br)cc2)CC1,i,-19,35
C/C(CC(=O)NC(C)C)=N\NC(=O)C(c1ccccc1)c1ccccc1,i,-30,7
O=C(N[C@@H]1C[C@H]2CC[C@@H]1C2)c1ccco1,i,-25,-2
Cc1c(C(Nc2ccccn2)c2ccc(Cl)cc2)c(=O)n(-c2ccccc2)n1C (centres undefined),i,-16,9
O=C(NC1CC1)C1CCN(S(=O)(=O)c2cc([N+](=O)[O-])ccc2Cl)CC1,·,-12,16
O=C1C2C(c3ccccc3)CC=CC2[C@H](c2ccc(C(F)(F)F)cc2)N1Cc1ccccc1 (some centres undefined),i,-27,8
COc1ccc(C(CNC(=O)CNC(=O)c2cccc(C)c2)N2CCOCC2)cc1 (centres undefined),·,-13,0
COc1cccc(C2/C(=C(\O)c3ccc4c(c3)OCCO4)C(=O)C(=O)N2CCCn2ccnc2)c1 (centres undefined),i,-6,9
COc1cc(-c2noc(C)c2/C=C/c2ccc(C(=O)O)cc2)cc(OC)c1OC,i,-29,35
COC(=O)CCN(Cc1cc(OC)ccc1OC)S(=O)(=O)c1ccccc1Br,·,0,28
COc1ccc(NC(=O)c2ccccc2C(=O)N2CCCCC2)cc1,i,-13,19
Cc1cccc(C)c1OCCCn1ccnc1,i,1,15
Cc1cc(C)cc(NC(=O)COC(=O)c2n[nH]c3ccccc23)c1,i,9,26
COc1ccc(OC)c(C2Nc3c(Cl)ccc(C(=O)O)c3C3C=CCC32)c1 (centres undefined),i,-1,30
O=C1S/C(=C\c2ccc(N3CCOCC3)o2)C(=O)N1c1ccccc1,i,-19,16
O=[N+]([O-])c1ccc(NCc2ccncc2)cc1,i,-13,10
CCCc1nc2ccccc2c(C(=O)OC(C)C(=O)NCc2ccc3c(c2)OCO3)c1CC (centres undefined),7.7*,-31,9
CCOC(=O)c1nc(N)c(=O)n(-c2ccc(C)cc2)n1,i,-12,29
COc1ccc(C(=O)N2CCc3cc(OC)c(OC)cc3C2c2ccc(OC)c(OC)c2)cc1 (centres undefined),i,-35,-9
COCCN(C(=O)C1CCCC1)c1c(N)n(Cc2ccccc2)c(=O)[nH]c1=O,i,-29,16

# Gathered by group: those above containing fluorine
SMILES,CHT PAM,OX1R antag-1,OX1R antag-2
CC(=O)NC(c1cccs1)c1cc(F)c2cccnc2c1O (centres undefined),·,-12,18
Cc1cccc2c1cnn2C(=O)Nc1cc(F)ccc1F,i,-7,7
Cc1ccc(NC(=O)c2ccc(-n3cncn3)c([N+](=O)[O-])c2)cc1F,i,-15,19
O=C(c1ccc(F)cc1)c1cn(Cc2ccc(F)cc2)c2cc3c(cc2c1=O)OCCO3,i,-8,19
O=C(COC(=O)c1ccc(NS(=O)(=O)c2ccc(F)c(F)c2)cc1)NCC1CCCO1 (centres undefined),i,7,14
O=C1C2C(c3ccccc3)CC=CC2[C@H](c2ccc(C(F)(F)F)cc2)N1Cc1ccccc1 (some centres undefined),i,-27,8

# (listing goes on)
SMILES,CHT PAM,OX1R antag-1,OX1R antag-2
Cc1cc(C(=O)N2CCOCC2)c(C)o1,i,-4,15
CN(CCC#N)C(=O)COC(=O)c1ccc(Cl)c(S(N)(=O)=O)c1,i,4,9
CCOC(=O)c1cc(-c2cccs2)nc2onc(C)c12,i,-18,4
CCC(=O)Nc1nc(C)c(-c2csc(Nc3cccc(O)c3)n2)s1,i,-5,4
CN1CCN(c2ccc(-c3cccc(NC(=O)COc4ccc(Cl)cc4)c3)nn2)CC1,i,-29,10
O=C(O)CCCC(=O)Nc1ccc(Cl)c(Cl)c1,i,-6,19
Cc1ccc(S(=O)(=O)CCSc2ccc(C(F)(F)F)cn2)cc1,i,-12,4
CCn1cc(C(=O)N[C@H](C)c2ccccc2)c(=O)c2cc(F)c(N3CCN(C)CC3)cc21,i,-12,7
CSc1nncc(/C(C)=N\Nc2ccccc2C)n1,i,-27,18
COc1ccc(Oc2c(-c3ccc(O)cc3O)n[nH]c2C)cc1,i,-1,-1
O=C(NCC1COc2ccccc2O1)c1ccc(Cl)cc1 (centres undefined),i,-6,40
Cc1cccc(OC(=O)c2cccnc2)c1,i,-23,7
CCN(C1CCCCC1)S(=O)(=O)c1ccc(-n2cnnn2)c(C)c1,i,-19,14
CN[C@H](CC(=O)O)C(=O)O,i,4,10
Cc1cc(=O)oc2cc(NC(=O)CCOc3ccccc3)ccc12,i,-17,14
C/C(=N/NC(=O)CNC(=O)COc1cccc(C)c1)c1ccc(Cl)cc1,i,-27,-4
Cc1ccc(C(=O)N2CCN(S(=O)(=O)N3CCCCC3)CC2)cc1,i,-6,-5
COc1ccc(NC(=O)/C(C#N)=C/c2cc(C)n(-c3ccc(N4CCOCC4)c([N+](=O)[O-])c3)c2C)cc1,i,-8,6
CN(Cc1cc(=O)[nH]c2ccccc12)C(=O)c1ccccc1,i,-14,2
COc1cc(CNc2ccccc2SC)cc(OC)c1OC,i,-11,14
COc1ccccc1[C@@H]1C(c2cccc(C)c2)=NN(c2ccccc2)[C@H]1C(=O)N1CCOC1=O,i,-20,3
O/N=C/c1ccccc1OCc1ccccc1F,i,1,19
O=C(NNC(=O)c1ccc(O)cc1O)c1ccc(Cl)cc1,i,-2,8
COc1ccc(C2CC(C)(c3ccc(OC)cc3OC)Nc3ccccc3N2)c(OC)c1 (centres undefined),i,38*,41
CCOc1ccc(C(=O)COC(=O)CNC(=O)C2CCCCC2)cc1,·,-24,0

# (continued)
SMILES,CHT PAM,OX1R antag-1,OX1R antag-2
Cn1c(N)c(C(=O)COC(=O)Cc2cccc(C(F)(F)F)c2)c(=O)n(C)c1=O,·,3,6
CCOC(=O)C1=C(C)Nc2nnnn2C1c1cccnc1 (centres undefined),i,-4,16
CC(C)NC[C@H](O)COc1ccc(CC(N)=O)cc1,i,-14,7
CCOC(=O)C1CCCN(C(=O)COc2ccc(N(C)S(=O)(=O)c3ccc(F)cc3)cc2)C1 (centres undefined),i,-16,12
COCCNC(=S)N(c1ccccc1)C(C)C,i,-7,27
NC(=O)CC[C@@H]1NC(=O)[C@H](Cc2ccc(O)cc2)NC(=O)c2cc([N+](=O)[O-])cc(F)c2OCC[C@@H](C(N)=O)NC1=O,i,19,45
COc1cc(OC)nc(NC(=O)NS(=O)(=O)c2ccc(OC(F)(F)F)cc2)n1,i,-25,15
O=C(CN(c1ccccc1)S(=O)(=O)c1ccccc1[N+](=O)[O-])Nc1ccccc1C(=O)N1CCOCC1,i,-11,26
CC(C)c1ccc(N2C(=NC(=O)C3CC3)SC3CS(=O)(=O)CC32)cc1 (centres undefined),i,-34,15
COCc1c(Br)c(C)nc2sc3c(=O)[nH]nnc3c12,i,-1,13
CCOc1ccc2nc(N3CCOCC3)nc(C)c2c1,i,-4,7
O=S(=O)(c1ccc(Cl)c2ccccc12)N1CCCC1,i,-25,8
CN(C)CCCNC(=O)N1c2ccccc2C=Cc2ccccc21,i,-7,7
COC(=O)C1=C(N)Oc2cc(C)n(C)c(=O)c2C1c1ccc(Cl)c(Cl)c1 (centres undefined),i,-27,23
COc1cccc(CN(C)C(=O)Cc2c[nH]c3ccccc23)c1,i,-21,23
CC(C(=O)N1CCN(C(=O)c2ccco2)CC1)N1C(=O)NC2(CCCCC2C)C1=O (centres undefined),·,-11,-10
COc1ccc(C(C(=O)NCc2ccccc2)N(Cc2cccs2)C(=O)c2cnccn2)cc1 (centres undefined),i,-25,8
Cc1cc(C)nc(Nc2nc(=O)c3ccccc3s2)n1,i,-4,15
COc1ccc(NC(C)=O)cc1CNC(=O)CN1CCOCC1,i,-5,24
Cc1ccc(S(=O)(=O)N2CCOCC2)cc1NC(=O)Cn1cc(C(F)(F)F)cc(Cl)c1=O,i,-20,18
O=c1oc2ccc3ccccc3c2cc1-c1nc2ccccc2o1,i,-22,13
CCOC(=O)C(=NC1CCS(=O)(=O)C1)NNc1ccc(Br)cc1 (centres undefined),i,8,11
Cc1cnc(NC(=O)CSc2nc3ccccc3c(=O)[nH]2)s1,i,-22,28
Cc1ccc(S(=O)(=O)N(C)CC(=O)NCC(=O)Nc2ccc(F)c(F)c2F)cc1,·,-26,1
O=C(CSc1nnc(NC2CCCCC2)s1)Nc1ccc2c(c1)C(=O)c1ccccc1C2=O,i,-17,22

# The list continues.
SMILES,CHT PAM,OX1R antag-1,OX1R antag-2
CC1CN(C(=O)COC(=O)c2ccc(Cl)c(S(=O)(=O)N3CCCCC3)c2)CC(C)O1 (centres undefined),i,-8,4
CC(C)CCN1C(=O)c2ccc(-c3nc4ccccc4c(=O)o3)cc2C1=O,i,4,4
O=C(c1ccccc1)[C@H]1[C@H](c2ccccc2)[C@@]2(N=C(c3ccccc3)OC2=O)C2c3ccccc3C=NN21 (some centres undefined),i,-46,21
Cc1cc(C)n(C(=O)COc2ccccc2[N+](=O)[O-])n1,i,-13,12
CCN1C(=O)N[C@@H](CCc2ccccc2)[C@H](C(=O)OC)[C@H]1C,i,-2,17
COCCNC(=O)COc1ccc(Nc2ccccc2)cc1,i,1,36
CN1C(=O)c2ccc(NC(=O)c3ccc(Cl)cc3Cl)cc2C1=O,i,-25,20
O=C1N[C@H](C(=O)O)CS1,i,-2,12
O=C(NCc1ccco1)c1ccc(S(=O)(=O)N2CCCc3ccccc32)cc1,i,27,7
Cc1cccc(NC(=O)CSCC(=O)N(C)Cc2ccc(Cl)c(Cl)c2)c1,·,-12,10
COc1ccc(C2=NC(C)(C)Cc3cc(OC)c(OC)cc32)cc1,8.3*,-35,17
CCOC(=O)c1ccccc1NCN1C(=O)CSC1=O,i,-3,4
Cc1ccc(NC(=S)N(CCN(C)C)Cc2cc3cc(C)cc(C)c3[nH]c2=O)cc1,i,-5,-1
Cc1ccc([C@@H]2[C@@H]3C(=O)N(C)C(=O)[C@@H]3[C@]3(C)C(=O)N(Cc4ccc(-c5ccccc5)cc4)CC(=O)N23)o1,i,-16,8
